Screening results from PubChem BioAssay.
HTR5A inv ag – counter-screen for OPRM1-OPRD1 inverse agonists: human HTR5A inverse agonism; inhibition, % at 9.3 µM; HTR5A cell line, luminescence; 0.083% of 340,000 active; in the data active means inhibition mostly above about 23%, no sharp cut-off; inactive means mostly below about 18%;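 further: 0% = cells with DMSO and 100% = no-cell wells with DMSO; some compounds called inactive have numbers as strong as hits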
DAGLB inh – diacylglycerol lipase beta (human) inhibition; Q8NCG7; HEK293T DAGLB membrane lysate, EnzChek fluorogenic substrate; inhibition, % at 5.17 µM; 0.059% of 340,000 active; AID 504411; in the data active means inhibition above about 34%;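 further: 0% = enzyme with vehicle and 100% = wells lacking enzyme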
Target sequence (Q8NCG7 whole entry, looked up): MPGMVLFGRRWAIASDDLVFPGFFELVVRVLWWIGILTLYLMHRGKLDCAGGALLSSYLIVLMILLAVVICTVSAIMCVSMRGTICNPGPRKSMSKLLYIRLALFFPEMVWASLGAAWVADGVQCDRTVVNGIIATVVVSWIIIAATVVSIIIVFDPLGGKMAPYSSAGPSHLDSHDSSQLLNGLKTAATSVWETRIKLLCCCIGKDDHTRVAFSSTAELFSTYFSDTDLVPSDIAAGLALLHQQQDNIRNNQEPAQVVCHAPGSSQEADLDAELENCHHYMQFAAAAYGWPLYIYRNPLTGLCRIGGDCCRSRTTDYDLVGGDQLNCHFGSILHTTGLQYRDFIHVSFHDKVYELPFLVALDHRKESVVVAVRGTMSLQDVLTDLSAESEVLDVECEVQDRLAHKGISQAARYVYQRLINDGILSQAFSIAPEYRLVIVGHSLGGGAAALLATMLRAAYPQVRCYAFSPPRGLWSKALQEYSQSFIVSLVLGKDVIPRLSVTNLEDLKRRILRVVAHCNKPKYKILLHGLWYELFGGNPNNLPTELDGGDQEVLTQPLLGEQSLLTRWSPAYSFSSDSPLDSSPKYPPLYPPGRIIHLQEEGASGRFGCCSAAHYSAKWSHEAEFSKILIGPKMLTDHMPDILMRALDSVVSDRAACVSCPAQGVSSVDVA
Mot1-301 SUMO – SUMOylation pathway inhibition by Mot1-301 growth rescue; S. cerevisiae Mot1-301 growth rescue, ATP luminescence, 38.5C; percent above DMSO median, 100 means doubled; growth rescue, % at 18.8 µM; 1% of 320,000 active; AID 2716;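 active means every valid replicate shows activation above 250% relative to neutral control wells; inactive means the rest, any valid replicate at or below 250%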;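 further: OY570 slx delta 5 strain wells were the positive control but not used for scaling; some compounds called inactive have numbers as strong as hits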
PKA-R1A activ – activators of PKA-R1A complex. 0.083% of 340,000 active. PKA-R1A dissociation, Cy5-IP20 fluorescence polarization; scaled: DMSO 0%, 113 µM cGMP 100%. P00514+P68181. AID 504707. activation, % at 11.4 µM;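 active means percent activation above the mean of all tested compounds plus 3 SD, cut at about 19% in these data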;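 further: higher means more PKAc released from R1A so a rise in polarization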
phage Ecoli inh – E. coli growth loss with phage present | AID 651602 | inhibition, % at 11.9 µM | growth absorbance | 0.26% of 360,000 active; in the data active means inhibition above about 11%
HTR5A ag – activates human HTR5A in OPRM1-OPRD1 agonist counter-screen. 0.61% of 340,000 active. HTR5A agonist assay, luminescence, cell-based. activation, % at 9.3 µM. P47898. AID 504692; in the data active means activation mostly above about 9.5%, no sharp cut-off; inactive means mostly below about 7.6%;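 further: 0% = cells with vehicle only and 100% = reference agonist; strong numbers were not always called active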
PKA-R2B activ – PKA-R2B complex activation; activation, % at 11.4 µM; P22694+P31323; PKA-R2B holoenzyme dissociation, Cy5-IP20 fluorescence polarization; R2B truncated from residue 108, S112A mutant; 0% DMSO only, 100% 113 µM cGMP; 0.079% of 340,000 active;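 active means activation above a cutoff set at the mean over all compounds plus 3 SD, cut at about 18% in these data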;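 further: higher means more holoenzyme dissociation and a rise in polarization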
Target sequence (P31323 whole entry, looked up, other chains not shown, the tested form may be a part): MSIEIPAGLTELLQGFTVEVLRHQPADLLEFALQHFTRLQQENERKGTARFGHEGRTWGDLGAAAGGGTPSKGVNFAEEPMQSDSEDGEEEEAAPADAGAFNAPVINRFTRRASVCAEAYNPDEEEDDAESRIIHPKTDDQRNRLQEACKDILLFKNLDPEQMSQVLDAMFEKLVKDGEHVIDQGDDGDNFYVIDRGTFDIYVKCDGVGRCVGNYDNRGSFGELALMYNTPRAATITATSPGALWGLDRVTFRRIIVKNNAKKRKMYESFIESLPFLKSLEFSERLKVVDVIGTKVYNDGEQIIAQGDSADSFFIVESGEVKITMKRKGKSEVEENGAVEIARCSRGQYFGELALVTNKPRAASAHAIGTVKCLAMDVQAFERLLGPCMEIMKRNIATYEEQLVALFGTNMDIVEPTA
CDK5 inh – CDK5/p35 (human) kinase inhibition | inhibition, % at 10 µM | 0.01% of 330,000 active | AID 488839 | Recombinant CDK5/p35, ADP-Glo luminescence, 60 min;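 active means highest replicate inhibition of at least 50% and at least 75% of replicates reaching 50%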;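 further: plate controls were DMSO neutral control for no effect and GW8510 at 10 µM for full effect; many of its hits are not listed in these tables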
Tat export inh – E. coli Tat transport inhibition; E. coli MC4100 TorA-mCherry Tat export, fluorescence; inhibition, % at 10 µM; 0.036% of 340,000 active; AID 488895;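 active means mean replicate inhibition at least 50% and at least half of replicates individually reaching 50%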;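 further: exported cargo escapes ClpAP degradation while cytoplasmic cargo is degraded and loses fluorescence; 0% = median of neutral control wells and 100% = median of NaSCN control wells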
AddAB inh – less growth of phage-infected E. coli with AddAB. 0.29% of 330,000 active. inhibition, % at 11.9 µM. E. coli expressing H. pylori AddAB, absorbance growth. AID 435030; in the data active means inhibition above about 12%;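 further: 0% = vehicle wells of infected cells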
Ecoli viability – counter-screen for AddAB inhibitors: E. coli growth inhibition. E. coli V3065 growth, OD600 absorbance, 18 h. inhibition, % at 11.9 µM. 0.27% of 330,000 active;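 active means inhibition above the campaign's mean inhibition across all tested compounds plus 3 SD, cut at about 9.9% in these data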;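 further: uninfected addAB+ strain grown without phage in ampicillin broth; 0% = DMSO wells and 100% = ciprofloxacin 0.95 µg/ml wells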
An asterisk follows results filed as active; · = no result given; & = joins results of further samples.

SMILES	HTR5A inv ag	DAGLB inh	Mot1-301 SUMO	PKA-R1A activ	phage Ecoli inh	HTR5A ag	PKA-R2B activ	CDK5 inh	Tat export inh	AddAB inh	Ecoli viability
COc1ccc(NC(=O)COC(=O)c2ccc(S(=O)(=O)N(C)c3ccccc3OC)cc2)cc1OC	-3.5	-1.3	-17.7	-5.0	-1.1	1.3	-1.5	0.7	-3.1	0.4	-1.9
COc1ccc(C(=O)Nc2ccc(Br)cc2F)cc1S(=O)(=O)N1CCCC1	4.1	-3.0	·	1.1	1.1	6.3	-8.5	-2.1	4.9	·	·
CC(C)(C)CC(C)(C)NC(=S)N1CCN(Cc2ccc3c(c2)OCO3)CC1	-29.1	-0.4	232.5	-0.6	2.7	10.2	0.9	0.2	4.1	1.4	1.6
COc1cc2c(cc1NC(=O)C(C)Sc1nc3ccccc3n1C)oc1ccccc12 (stereo not drawn)	-17.8	1.6	26.5	-1.1	0.0	2.3	-1.6	0.1	-5.6	2.2	2.6
COc1cc(/C=C2/CCc3ccccc3C2=O)cc(OC)c1OC	-7.0	-9.3	19.4	-0.3	1.1	0.3	0.9	0.5	-4.1	0.5	-1.5
Cc1ccc(N(CC(=O)NCc2ccc(F)cc2)C(=O)c2csnn2)cc1C	13.0	-0.6	-0.3	3.8	3.1	-0.9	-1.5	-2.7	-7.9	-0.1	0.4
O=C1CN(C(=O)COC(=O)[C@@H]2CC(O)CN2S(=O)(=O)c2ccc(Cl)cc2)c2ccccc2N1 (stereo partly drawn)	-1.8	0.0	-5.9	2.0	0.4	0.5	-0.3	-0.5	11.5	-1.1	0.7
Cc1ccccc1-n1nnc2c(=O)oc3ccccc3c21	3.8	-1.3	5.0	2.5	2.0	-1.4	1.4	0.5	1.3	1.6	0.6
CNC(=O)c1ccc(Oc2ccc(C(=O)NC)cc2)cc1	15.7	-2.9	6.6	4.8	·	4.1	-9.9	-1.0	1.2	-0.9	2.4
O=C(C1CC(=O)N(C2CCCC2)C1)N1CCN(c2ccccc2)CC1 (stereo not drawn)	-11.3	-0.7	12.1	-2.1	4.4	4.3	10.4	1.8	-3.0	-0.1	1.3
CCCCCNCc1ccc(Cl)cc1	18.1	2.8	98.3	-3.3	-0.8	0.6	0.5	-1.4	1.4	-1.0	1.0
CC1CC(C)CN(S(=O)(=O)N2CCCC(C(=O)NCCCN3CCCCC3C)C2)C1 (stereo not drawn)	1.2	-2.6	-8.3	-7.6	1.0	2.3	-5.2	-0.6	3.3	1.9	-2.4
O=C(O)CSc1cc(C(F)(F)F)nc(-c2ccccn2)n1	-4.0	-1.9	-5.2	4.8	2.5	5.3	0.8	0.3	4.8	5.3	0.5
O=S1(=O)N[C@@H](CC2=CCCCC2)C2CCCCC2O1 (stereo partly drawn)	15.7	-5.3	30.7	5.7	2.7	3.7	-6.6	-0.2	-1.8	0.3	1.3
O=C(c1cc(-c2ccco2)nn1-c1cccc(Cl)c1)N1CCCCC1	-42.7	5.4	-8.6	-10.0	-1.7	4.0	-8.8	0.2	7.4	3.4	0.4
N#Cc1ccc(OCC(=O)N(C2CCCCC2)C2CCS(=O)(=O)C2)cc1 (stereo not drawn)	15.9	0.0	5.6	9.0	2.6	2.3	0.1	0.5	-3.8	-0.3	0.5
CCN(Cc1nc2ccccc2c(=O)[nH]1)Cc1nc2ccsc2c(=O)[nH]1	6.0	-2.1	4.2	-7.3	-2.3	-2.3	-14.8	-0.2	3.2	0.4	2.2
CCCNC(=O)/C=C/c1ccc(C(C)C)cc1	3.7	-1.7	-7.1	-5.6	2.8	1.0	-3.3	-4.4	7.9	2.8	0.8
S=C1N(c2ccccc2)CN(C2CCCCC2)CN1c1ccccc1	-1.8	1.4	24.2	5.1	1.4	0.5	-1.8	-0.3	-1.7	-0.9	-1.7
CC(=O)N1c2ccc(S(=O)(=O)N3CCCC3)cc2CC1C(=O)NCc1ccc(N(C)C)cc1 (stereo not drawn)	-2.9	-0.7	268.4	-0.1	0.4	-2.9	0.1	0.3	-8.8	4.2	-0.5
CC(C)NCC(O)c1ccc2ccccc2c1 (stereo not drawn)	15.7	0.9	44.3	-8.3	2.2	-4.4	-4.2	0.1	-4.1	0.8	-0.8
Cc1ccc(S(=O)(=O)N(CC(=O)NCc2ccco2)Cc2ccc(F)cc2)cc1	10.5	-5.0	-0.1	3.2	3.3	-3.7	1.3	0.1	3.6	-1.0	1.7
CC(C)CC(=O)N/C(N)=N/c1nc2ccccc2s1	-56.6	-8.2	234.0	1.7	2.2	22.0*	-4.3	0.1	-1.0	2.4	-0.5
CCOc1ccc(Nc2nc3ccccc3n3cnnc23)cc1	-4.8	2.3	·	-1.9	1.6	-0.6	-6.3	-0.7	-3.3	-1.1	-0.7
CNC(=S)N1CCC(Cc2ccccc2)CC1	-11.7	3.2	2.8	-2.4	1.5	-6.0	-8.9	-0.1	6.6	·	·

The final 3 entries of the section before come first, to join the parts:
SMILES	HTR5A inv ag	DAGLB inh	Mot1-301 SUMO	PKA-R1A activ	phage Ecoli inh	HTR5A ag	PKA-R2B activ	CDK5 inh	Tat export inh	AddAB inh	Ecoli viability
CC(C)CC(=O)N/C(N)=N/c1nc2ccccc2s1	-56.6	-8.2	234.0	1.7	2.2	22.0*	-4.3	0.1	-1.0	2.4	-0.5
CCOc1ccc(Nc2nc3ccccc3n3cnnc23)cc1	-4.8	2.3	·	-1.9	1.6	-0.6	-6.3	-0.7	-3.3	-1.1	-0.7
CNC(=S)N1CCC(Cc2ccccc2)CC1	-11.7	3.2	2.8	-2.4	1.5	-6.0	-8.9	-0.1	6.6	·	·
CCCOC(=O)c1cc2ccccc2oc1=O	-13.3	2.3	9.0	8.3	1.7	0.9	-2.0	0.6	2.1	2.1	-1.6
c1ccc(-c2n[nH]c(-c3ccccn3)n2)nc1	-28.9&3.3	-1.4&-0.1	-7.8&-13.9	-0.8&4.2	0.9&0.8	-2.3&6.5	-4.0&-1.1	1.4&5.1	6.3&5.7	-0.6&0.2	-3.4&0.2
CC(C)CNC(=O)C1Nc2ccc(OC(F)(F)F)cc2C2C=CCC12 (stereo not drawn)	-37.6	-8.2	1.6	-2.2	0.9	4.4	-1.0	1.3	-5.3	0.2	-0.9
CN(C)c1ccc(/C=C/C(=O)c2cc(Cl)ccc2O)cc1	-24.4	11.6	5.7	-7.5	0.9	6.7	-2.4	-1.1	-8.4	-0.9	2.0
CS(=O)c1nc(-c2ccc(Br)cc2)cc(-c2ccccc2)c1C#N (stereo not drawn)	-18.9	1.9	2.4	-5.1	2.1	7.3	-1.9	1.3	2.1	2.1	0.0
NC(=O)c1ccccc1N	-44.1	-6.5	105.3	-13.2	3.5	6.6	2.0	1.5	1.9	5.5	0.5
COc1ccc(-c2nc3c(n2O)CCCC3=O)cc1OC	21.3	2.4	6.0	6.8	-0.5	-1.6	4.8	-3.5	0.4	2.5	2.9
CCOC(=O)c1c(C)n(C)c2ccc(OC)c(NC(=O)CCN3CCSCC3)c12	-1.6	0.1	-4.6	-6.4	3.1	2.6	2.5	-2.1	-4.3	-0.9	0.9
COC(=O)c1sc(NC(=O)COc2cccnc2[N+](=O)[O-])c(C(=O)OC)c1C	23.4	1.2	12.1	1.9	-1.2	1.6	4.7	-0.2	2.4	2.9	-2.8
CC(OC(=O)c1ccccc1O)C(=O)Nc1cccc(Cl)c1 (stereo not drawn)	-16.4	-7.1	-11.8	-14.2	-0.6	5.8	-10.3	1.5	-1.1	1.2	0.1
CCc1c(C)nc(SCC(=O)c2ccc(C)c(C)c2)[nH]c1=O	-11.5	2.2	1.3	-1.9	2.3	4.4	2.7	-0.7	-0.8	1.6	-0.4
O=C(O)CCCC(=O)Nc1cccc([N+](=O)[O-])c1	-36.3	1.8	-1.5	-1.9	2.5	2.0	-4.3	-0.4	3.7	1.9	2.7
Cc1cc(NC(=O)CC#N)n(-c2nc3ccccc3[nH]2)n1	-8.1	2.6	-5.9	-1.2	-1.8	2.7	-1.4	-3.1	-9.0	0.1	-0.2
CC(C)CN(CC(C)C)C(=O)Cc1coc2ccc3ccccc3c12	1.8	-16.1	0.1	-1.9	2.5	-3.5	-15.7	0.5	7.7	2.1	1.0
FC(F)(F)c1ccnc(Sc2n[nH]c(C(F)(F)F)n2)c1	6.3	-1.9	-5.8	-5.8	1.3	-4.4	-0.7	0.5	0.0	1.6	0.8
COC(=O)c1cc2ccccc2c(-c2c(O)ccc3ccccc23)c1O	-5.4	-2.9	163.3	-6.6	1.7	3.9	6.8	-4.9	11.1	5.0	3.0
Brc1ccc(Oc2ncc(CN3CCOCC3)s2)cc1	20.0	-2.2	10.2	8.3	3.4	-8.4	7.3	-0.9	4.1	-0.5	-0.3
CN(CCc1ccccn1)S(=O)(=O)c1ccc(F)cc1	-4.5	0.7	13.0	3.4	-0.6	4.2	-4.7	-1.3	-3.7	0.7	-1.9
CC(=O)Nc1ccc(NC(=O)COC(=O)c2ccc(S(=O)(=O)N(C)c3ccccc3)cc2)cc1	1.1	0.4	·	1.2	5.6	-0.3	2.6	-3.6	-11.9	·	·
COC(=O)C1C2C=CC3(CN(Cc4cccs4)C(=O)C13)O2 (stereo not drawn)	-26.6	0.5	79.4	-7.6	0.9	-2.1	-14.4	-0.1	-8.0	0.9	0.2
CN1C(=O)CSc2ccc(NC(=O)Nc3ccccn3)cc21	4.4	2.4	-9.7	-4.2	-0.2	-1.9	-3.6	-0.2	2.8	0.4	1.5
Cc1nn(-c2ccccc2)c(N)c1C(O)(CC(=O)C(F)(F)F)C(F)(F)F (stereo not drawn)	-6.6	-0.1	333.3*	-7.7	3.2	2.4	-6.3	1.2	2.6	2.6	-2.3
Nc1cccc(P(=O)(c2ccccc2)c2ccccc2)c1	-9.2	4.0	-9.4	9.5	2.4	0.2	-1.6	0.0	10.5	-0.7	-1.3
COCCc1ncc(CN2CCCC(C(=O)Nc3cccc(-c4cccc(C)c4)c3)C2)cn1 (stereo not drawn)	18.0	-0.9	11.1	-0.1	0.2	3.0	2.1	0.7	9.4	1.2	1.5
O=C(O)CCn1c(-c2ccccc2)cc2ccccc21	21.1	0.0	·	-3.1	2.4	0.6	-13.4	0.5	2.7	0.9	-1.1
COCCN(C(=S)Nc1cc(C)cc(C)c1)C(C)c1cccnc1 (stereo not drawn)	-28.7	0.4	-0.9	1.0	3.9	-1.4	0.8	-1.3	-5.4	1.9	-2.1
CCCCN(C(=O)NC(=O)Nc1nc2ccc(OC)cc2s1)S(C)(=O)=O	6.1	1.0	-19.7	-3.1	-1.1	-1.8	-5.3	4.0	1.1	2.5	-0.7
O=C1CC(Nc2ccccc2)C(=O)N1c1ccc(N2CCOCC2)cc1 (stereo not drawn)	-19.6	1.1	6.7	3.8	0.0	3.1	-16.3	1.2	-0.7	-0.3	0.1
CCCCCCCOc1ccc(-c2ccc(C#N)cn2)cc1	6.3	-0.6	205.4	-5.5	2.3	-0.4	-6.0	-0.4	-5.6	-0.4	-0.9
